UTI89 phage lysis – inhibition of K1F phage lysis, E. coli UTI89, bacterial capsule biogenesis inhibitors, alamar blue (AID 488966) | one-dose inhibition, % at 100 µM; IC50 in µM for titrated hits | E. coli UTI89 K1F phage lysis, alamar blue, 2 h; higher % means a stronger effect | 0.02% of 340,000 active;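 active = phage lysis inhibition, versus mean bacterial control, above a set limit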;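 note: capsule biogenesis inhibitors block K1F phage lysis so surviving cells raise fluorescence; higher fluorescence means more inhibition of phage lysis; actives were called in the ten point dose series up to 300 µM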
CSM14.1 death rescue – rescue of cells from ER stress-induced death, primary screen, 384-well, CSM14.1, thapsigargin, ATP luminescence (AID 1222). CSM14.1 thapsigargin-induced death rescue, ATP luminescence; higher % means a stronger effect. cellular ATP content (survival), % at 20 µM, or EC50 in µM where a hit was titrated. 190,000 tested, under 10 active;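 active = EC50 below 50 µM in the dose-response confirmation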;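 note: death triggered by thapsigargin at about 15 µM added after 2 h compound pretreatment; cell ATP read after overnight thapsigargin exposure of roughly 18 to 22 hours; normalized against plate controls of thapsigargin alone and 5% DMSO vehicle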
Myeloid diff 2 – induction of myeloid progenitor differentiation, primary screen, cell-based, flow cytometry, MLPCN library | ER-HoxA9 myeloid progenitors, lysozyme-GFP differentiation | calls only at 10 µM | 1% of 360,000 active;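 active = normalized GFP-positive differentiation at or above the plate's own cutoff, the solvent-only control mean plus 3 SD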;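 note: cells exposed to compound for four days before flow analysis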
Hep lipid drop – inhibitors of hepatocyte lipid droplet formation, primary screen, imaging, high-throughput imaging, BODIPY stain | AML12 mouse hepatocytes, oleate lipid droplets | inhibition, % at 6.5 µM | 0.4% of 240,000 active;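 active = lipid droplet intensity inhibited by at least 50%, with more than 500 cells counted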
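Assay system: AML12 hepatocytes (mouse); Probe or stimulus: oleic acid at 100 µM to induce lipid droplet formation; Dosing: compound at 6.5 µM only; Schedule: compound with oleate, overnight; Detection: fluorescence imaging, 20x objective, two fields per well; Measure: % inhibition of lipid droplet signal.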
human PMI inhibitors – human PMI inhibitors, high substrate, primary screen, biochemical, fluorescence intensity, high mannose 6-phosphate (AID 1220); recombinant PMI enzyme, coupled fluorescence intensity; higher % means a stronger effect; inhibition, % at 20 µM, or IC50 in µM where a hit was titrated; 0.66% of 190,000 active
WT yeast gro inh – growth inhibition of WT strain, primary screen, mitochondrial fusion inhibitor project, WT and mutant strains, chemical genetic; mitochondrial fusion phenotypic screen; inhibition, % at 10 µM; 2.1% of 190,000 active; in the data active = inhibition above about 58%; tested in S. cerevisiae
P. falciparum M1AAP – P. falciparum M1AAP inhibitors, biochemical, fluorogenic H-Leu-NHMec substrate, 1536-well (AID 1445). Aminopeptidase N (Plasmodium falciparum (isolate 3D7)). recombinant M1AAP, H-Leu-NHMec fluorogenic kinetic assay; higher % means a stronger effect. one-dose inhibition, % at 30 µM; IC50 in µM for titrated hits. 0.42% of 220,000 active;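 active = primary inhibition above the hit cutoff, then over 50% inhibition at one or more dose response concentrations, cut at about 23% in these data, passing the limit was not always enough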;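 note: plate controls were DMSO full reaction for no effect and no enzyme background for full effect; strong numbers were not always called active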
TNAP activation fold – human TNAP enzyme activators, primary screen, biochemical, luminescent, no phosphate acceptor, uHTS (AID 1001); 0.03% of 200,000 active; purified TNAP, luminescent activation assay, no phosphate acceptor; higher activation fold means a stronger effect; Alkaline phosphatase, tissue-nonspecific isozyme (Homo sapiens); one-dose activation fold at 20 µM; EC50 in µM for titrated hits; in the data active = activation fold from about 3, or a potency from the dose series; inactive = the rest, 99 in 100 with activation fold below about 1.6; note: many of its hits are not listed in these tables
PMI inhibitors – inhibitors of human PMI, primary screen, biochemical, fluorescence intensity, coupled assay (AID 1209) | Mannose-6-phosphate isomerase (Homo sapiens) | purified PMI enzyme, coupled fluorescence intensity; higher % means a stronger effect | inhibition, % at 20 µM; hits with a dose series show IC50 in µM | 0.42% of 190,000 active;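 note: plate controls were DMSO vehicle for no effect and wells lacking substrate for full effect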
WT yeast gro inh mutant strain – recorded beside WT yeast gro inh, whose call it bears; inhibition, %; mitochondrial fusion phenotypic screen, mutant strain inhibition
Hep lipid drop cells 6.5 µM – also measured in Hep lipid drop; calls as there; cell count; measured here: cell count, cytotoxicity flag;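 cells counted across two imaged fields per well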
Myeloid diff 2 GFP+ MAC1+ % – also measured in Myeloid diff 2; calls as there; GFP+ MAC1+ double positive, %; measured here: differentiation confirmed by MAC1 staining
* hit, by the source's call; i = inactive; / = no result given; [ ] = remark or other dose. Cut-off read from the data, not from the text of the source, unless noted: active = inhibition above about 50%; inactive = the rest.

SMILES	UTI89 phage lysis	CSM14.1 death rescue	Myeloid diff 2	Myeloid diff 2 GFP+ MAC1+ %	Hep lipid drop	Hep lipid drop cells 6.5 µM	human PMI inhibitors	WT yeast gro inh	WT yeast gro inh mutant strain	P. falciparum M1AAP	TNAP activation fold	PMI inhibitors
Cc1ncoc1C(=O)Nc1ccccc1C(N)=O	8.2%	1.0%	i	0.5	-11	687	7%	0	18	2%	1	7%
Nc1cc(=O)[nH]c(SCC(=O)Nc2nnc(-c3ccccc3)s2)n1	1.2%	-1.4%	i	0.1	2	680	3%	-2	5	22%	1.1	-3%
CCCc1nnc(NC(=O)CSc2ncn[nH]2)s1	1.3%	1.0%	i	0.9	/	/	-3%	22	23	-7%	1	-9%
CCN(CC(=O)Nc1ccccc1OC)C(=O)COc1ccc2ccccc2c1	0.9%[50 µM]	-3.2%	i	1.2	37	738	-3%	25	-2	6%	1	2%
OCC(O)C1OC(Nc2ccc(Br)cc2)C(O)C1O (stereo unspecified)	-1.5%	0.5%	i	0.5	2	663	0%	-4	0	/	1.1	0%
CC(C)(C)NC(=O)C1CC(=O)OC12CCCCC2 (stereo unspecified)	1.5%	0.1%	i	0.5	/	/	-4%	9	7	8%	1.1	-4%
CC(=O)Nc1ccc(OCC(O)Cn2c3ccccc3c3ccccc32)cc1 (stereo unspecified)	-2.1%[50 µM]	-1.9%	i	8.1	-8	553	-8%	41	8	1%	1.1	7%
O=C(/C=C/c1ccc(Cl)cc1Cl)NCCSCc1ccccc1	0.6%	-2.4%	i	0.6	-2	705	43%	59*	35*	-6%	0.9	11%
O=C(O)CNC(=O)/C(=C\c1ccc2c(c1)OCO2)NC(=O)c1ccc(Br)cc1	/	-1.7%	i	0.1	12	777	-8%	-11	7	3%	1.1	-13%
O=C1C(C2=NC(C(=O)O)C3C(=O)N(c4ccccc4)C(=O)C23)=C(O)c2ccccc21 (stereo unspecified)	0.4%	-1.2%	i	0.7	/	/	-1%	1	-5	11%	1.1	3%
CN(C(=O)CSc1nnc2ccccn12)C1CCS(=O)(=O)C1 (stereo unspecified)	1.3%[50 µM]	-3.3%	i	0.7	-7	730	1%	-5	-18	2%	1.1	9%
Cc1ccc2onc(CC(=O)O)c2c1	-3.0%	0.6%	i	1.0	3	714	-18%	21	17	2%	1	-20%
Cc1ccc(C2(c3ccc(C)cc3)CC2C(=O)Nc2ccc([N+](=O)[O-])cc2O)cc1 (stereo unspecified)	1.4%[50 µM]	-3.9%	/	/	/	/	11%	88*	76*	9%	0.9	1%
Cc1oc(-c2cccc(Cl)c2)nc1CN1CCC(C(=O)NCc2cccnc2)CC1	0.6%	-1.3%	i	0.4	/	/	-3%	5	18	2%	1.1	-11%
CCCCn1nc2cc(C(=O)NCCCCc3ccccc3)ccc2c1OCC	-0.8%	1.0%	i	0.7	/	/	-2%	32	-9	6%	1.1	0%
O=C(CCSc1nnc(-c2ccncc2)o1)Nc1cccc(Cl)c1	1.4%	-0.2%	i	0.5	3	716	5%	1	-2	7%	1.1	0%
CSCCOC(=O)C1=C(C)Nc2ccc(C)cc2S1	1.7%	-6.1%	i	1.1	9	799	8%	7	20	5%	0.9	15%
CC(=O)c1sc(NCCOc2ccc(C)cc2)nc1C	1.0%	1.9%	i	0.1	-4	642	-15%	22	13	6%	1	-31%
COC(=O)CSC1=C(C#N)C(c2ccc3c(c2)OCO3)C2=C(CCCC2=O)N1 (stereo unspecified)	0.2%	0.7%	i	1.2	9	749	-26%	-16	-3	3%	1.1	-18%
CC(=O)c1ccccc1NC(=O)CN1C(=O)CS/C1=C\c1nc(-c2ccc(C)cc2)cs1	-0.7%	3.2%	i	0.2	/	/	-3%	7	15	8%	1.1	-7%
CCOc1ccc(C2C(C(=O)c3ccco3)=C(O)C(=O)N2CCCn2ccnc2)cc1 (stereo unspecified)	0.9%	-0.7%	i	0.6	-16	679	-10%	4	24	3%	1	11%
Cc1c(N=c2scc(-c3ccccc3)n2C)c(=O)n(-c2ccccc2)n1C	-0.2%	-1.4%	i	0.6	-7	792	-10%	2	2	0%	1.2	-16%
CCc1ccccc1NC(=O)Nc1cccn(Cc2ccccc2F)c1=O	0.4%	12%	i	1.1	-25	684	20%	5	-15	5%	1.1	11%
CCCCC(=O)NC(=S)NNC(=O)CC#N	0.9%	-4.0%	i	2.9	-5	793	6%	/	/	-1%	1.2	12%
Cc1cc(=O)oc2cc(OCC(=O)N3CC(C)OC(C)C3)ccc12 (stereo unspecified)	/	3.2%	/	/	13	730	0%	/	/	7%	1.1	-1%
CCCCC(C(=O)O)C(C)CC(=O)NNC(=O)c1ccco1 (stereo unspecified)	0.4%	1.3%	i	0.0	2	756	-12%	-2	9	1%	1.1	-5%
CCn1c(=N)n(CC(=O)OC)c2ccccc21	-0.7%	7.4%	i	1.3	/	/	-4%	-7	-11	1%	1	-2%
CC(C)Oc1cccc(C(=O)NC2=NCCS2)c1	0.7%	-3.6%	i	0.3	5	756	9%	36	51	14%	1.1	11%
CCc1cc(CNC(=O)CC2C(=O)NCCN2Cc2cccc(OC)c2)on1 (stereo unspecified)	0.3%	0.2%	i	0.2	-4	681	9%	7	9	-4%	1.1	5%
N=C(N=C(N)N)N1CCc2ccccc21	0.2%	-0.5%	i	0.5	0	618	-1%	-17	-4	2%	1.1	-1%
Cc1cc(NC(=O)CN2C(=O)CC(c3ccco3)Sc3ccccc32)no1 (stereo unspecified)	-0.2%	0.8%	i	3.2	11	783	12%	0	14	10%	1	11%
COc1cc(C=C(c2nc3ccccc3s2)c2nc3ccccc3s2)cc(OC)c1O	0.2%	-2.5%	i	1.8	5	628	54%*	74*	27*	9%	1.1	18%
Cc1nc2c3ccccc3n(Cc3ccccc3F)c2s1	-0.1%	0.7%	i	0.5	-4	621	33%	46	47	-2%	1.1	14%
CN1c2ccccc2-c2nc3ccccc3n2C1c1ccco1 (stereo unspecified)	8.6%	-2.6%	i	0.6	/	/	2%	0	-6	18%	1.2	4%
Cc1ccc(NC(=O)CN2C(=O)c3ccccc3C2=O)nc1	/	-1.9%	i	0.3	3	686	3%	5	-1	1%	1.1	3%
O=C(NNC(=O)c1cccs1)c1ccc([N+](=O)[O-])cc1	/	-1.4%	/	/	-4	756	3%	9	-38	-7%	0.9	-3%
Cc1ccc(Nc2cc(-n3nc(C)cc3C)ncn2)cc1	0.4%	-2.7%	i	0.4	-25	703	1%	5	8	27%*	1.1	3%
O=C(/C=C/c1cccc(Cl)c1)NCc1cccs1	0.6%	-0.9%	i	0.7	/	/	2%	2	15	-2%	1.1	8%
CCOc1ccccc1NC(=O)c1cnc2n(c1=O)CCS2	0.7%	-1.1%	i	0.9	/	/	-7%	4	-9	4%	1.1	1%
CCOc1ccc(N2CC(C(=O)N/N=C/c3sccc3C)CC2=O)cc1 (stereo unspecified)	-0.4%	/	i	0.2	2	736	/	/	/	5%	/	/
Cc1ccc(C(=O)N(CC(=O)Nc2ccc(Cl)c(Cl)c2)Cc2ccco2)cc1	5.5%	-4.3%	i	0.7	-2	670	7%	-11	1	3%	1	6%
O=C(Cn1cc2c(n1)CCCC2)NC1CCN(Cc2ccccc2)CC1	-0.8%	-1.5%	i	1.3	/	/	-1%	-5	-2	1%	1.1	-6%
CCCn1nnc(NC(=O)c2ccc(-c3cc(Cl)ccc3Cl)o2)n1	0.2%	0.8%	i	0.4	2	727	1%	-13	-1	6%	1.1	-3%
CCCS(=O)(=O)N1CCC(C(=O)NCCc2ccc(C)cc2)CC1	0.0%	0.3%	i	0.9	3	663	4%	-2	-1	4%	1.1	0%
O=S(=O)(c1ccc(NC(=S)NCCc2ccccc2)cc1)N1CCOCC1	6.0%	-1.6%	i	1.1	9	731	4%	7	15	3%	1.1	3%
CCN(CC)C(=O)C1CCCN(c2ccccc2[N+](=O)[O-])C1 (stereo unspecified)	1.9%	-0.1%	i	0.6	-21	717	10%	6	11	4%	1	6%
COc1cc2c(cc1OC)CN(C(=O)CCCOc1ccc(Cl)cc1Cl)CC2	3.0%	-1.4%	i	5.6	/	/	-2%	28	19	-2%	1	-5%
N#C/C(=C\c1ccc(N2CCOCC2)o1)C(=O)NCCc1ccccc1	1.5%	-0.3%	/	/	1	705	22%	-7	-3	17%	0.7	17%
Cc1cccc(CSc2nnnn2-c2ccccc2)c1	0.1%	-0.8%	i	0.6	12	810	4%	21	0	3%	1.1	8%
COc1ccccc1-n1cnnc1SCC(=O)c1c[nH]c2ccccc12	0.6%	-1.4%	i	1.1	12	618	-6%	-12	-13	-2%	1.2	5%
Cc1ccc(S(=O)(=O)n2nc(OC(=O)C(C)(C)C)cc2N)cc1	3.5%	-1.6%	i	0.9	/	/	12%	/	/	6%	1.1	14%
CCC(C)(C)n1nnnc1C(c1cc2ccc(OC)cc2[nH]c1=O)N1CCc2ccccc2C1 (stereo unspecified)	2.6%	-1.2%	i	4.4	-28	674	-51%	-1	-23	2%	1.1	-14%
CCOCCCNC(=O)C(NC(=O)c1ccc(NC(C)=O)cc1)c1ccc(OC)cc1 (stereo unspecified)	1.8%[50 µM]	-3.3%	i	0.4	13	623	4%	22	-3	-1%	1.1	9%
CCn1c(=O)c2cc(S(=O)(=O)NC3CCCCC3)ccc2n(CC)c1=O	0.3%	-2.9%	i	3.1	1	662	13%	16	3	0%	1.1	18%

5 neighbouring records already listed, for reference:
SMILES	UTI89 phage lysis	CSM14.1 death rescue	Myeloid diff 2	Myeloid diff 2 GFP+ MAC1+ %	Hep lipid drop	Hep lipid drop cells 6.5 µM	human PMI inhibitors	WT yeast gro inh	WT yeast gro inh mutant strain	P. falciparum M1AAP	TNAP activation fold	PMI inhibitors
COc1ccccc1-n1cnnc1SCC(=O)c1c[nH]c2ccccc12	0.6%	-1.4%	i	1.1	12	618	-6%	-12	-13	-2%	1.2	5%
Cc1ccc(S(=O)(=O)n2nc(OC(=O)C(C)(C)C)cc2N)cc1	3.5%	-1.6%	i	0.9	/	/	12%	/	/	6%	1.1	14%
CCC(C)(C)n1nnnc1C(c1cc2ccc(OC)cc2[nH]c1=O)N1CCc2ccccc2C1 (stereo unspecified)	2.6%	-1.2%	i	4.4	-28	674	-51%	-1	-23	2%	1.1	-14%
CCOCCCNC(=O)C(NC(=O)c1ccc(NC(C)=O)cc1)c1ccc(OC)cc1 (stereo unspecified)	1.8%[50 µM]	-3.3%	i	0.4	13	623	4%	22	-3	-1%	1.1	9%
CCn1c(=O)c2cc(S(=O)(=O)NC3CCCCC3)ccc2n(CC)c1=O	0.3%	-2.9%	i	3.1	1	662	13%	16	3	0%	1.1	18%

Screening results: PubChem, several laboratories
